Compound activity from PubChem BioAssay.
Efflux pump inh = antifungal efflux pump inhibition, Nile Red retention | hit rate 0.44% among 330,000 | inhibition, % at 10 µM | S. cerevisiae Candida pump triplex;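 active = plate passing quality check with inhibition over a set limit, or well fluorescence over plate mean plus 4 SD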;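 also: Nile Red retained in pooled yeast measured as flow cytometry median fluorescence; 0% = buffer negative control and 100% = Enniatin B positive control; higher means more Nile Red kept so more efflux inhibition; some compounds called inactive have numbers as strong as hits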
Fh CTSL1 inh = counter-screen for PFM18AAP inhibitors: inhibitors of F. hepatica cathepsin L1; recombinant F. hepatica cathepsin L1, Z-Leu-Arg-MCA fluorescence; hit rate 0.49% among 300,000; inhibition, % at 5.96 µM; AID 1906;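 active = inhibition above the mean of all tested compounds plus 3 SD, set per screening campaign, cut at about 17% in these data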;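 also: 0% = plate median of test compound wells and 100% = 1 µM Z-Phe-Ala-diazomethylketone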
PREPL inhibitor = inhibits the human prolyl oligopeptidase-like enzyme. recombinant PREPL, fluorescence polarization activity-based probe. Q4J6C6. hit rate 0.68% among 320,000. inhibition, % at 5.96 µM. AID 2751; in the data active = inhibition above about 43%;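 also: 0% = enzyme with DMSO and 100% = wells lacking enzyme; many of its hits are not listed in these tables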
Target sequence (Q4J6C6 whole entry, looked up): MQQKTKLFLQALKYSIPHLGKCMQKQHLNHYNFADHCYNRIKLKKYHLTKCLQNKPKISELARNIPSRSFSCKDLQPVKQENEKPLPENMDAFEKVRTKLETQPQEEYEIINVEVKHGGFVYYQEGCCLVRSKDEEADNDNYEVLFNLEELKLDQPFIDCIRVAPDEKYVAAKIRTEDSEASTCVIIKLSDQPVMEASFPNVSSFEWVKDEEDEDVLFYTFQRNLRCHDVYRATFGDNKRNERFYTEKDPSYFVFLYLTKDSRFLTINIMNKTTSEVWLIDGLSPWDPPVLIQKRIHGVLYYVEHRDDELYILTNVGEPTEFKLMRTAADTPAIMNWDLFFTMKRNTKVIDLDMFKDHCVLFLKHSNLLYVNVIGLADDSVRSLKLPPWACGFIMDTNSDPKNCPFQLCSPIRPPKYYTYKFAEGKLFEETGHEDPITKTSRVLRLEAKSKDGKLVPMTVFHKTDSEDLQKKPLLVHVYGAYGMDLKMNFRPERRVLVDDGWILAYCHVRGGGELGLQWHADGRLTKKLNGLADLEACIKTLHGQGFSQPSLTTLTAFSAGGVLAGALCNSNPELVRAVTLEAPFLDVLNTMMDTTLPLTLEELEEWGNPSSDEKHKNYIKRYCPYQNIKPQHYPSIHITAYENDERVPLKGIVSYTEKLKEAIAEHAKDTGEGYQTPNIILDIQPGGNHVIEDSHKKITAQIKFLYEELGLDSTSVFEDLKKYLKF
TPT1 inh = C. albicans TPT1 enzyme inhibition. recombinant caTPT1, FP RNA substrate dephosphorylation. inhibition, % at 5 µM. AID 1962. hit rate 0.81% among 300,000;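 active = inhibition above the mean of all tested compounds plus 3 SD, set per screening campaign, cut at about 24% in these data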;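 also: plate controls were DMSO alone for no effect and ferristatin control at 100 nM for full effect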
HCV core dimer = blocks dimerization of HCV core protein | TR-FRET GST/Flag-core106 dimerization, 1536-well | inhibition, % at 5 µM | hit rate 0.33% among 300,000 | AID 1899;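 active = inhibition above the mean of all tested compounds plus 3 SD, set per screening campaign, cut at about 45% in these data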
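Assay system: Tagged HCV core106 pair (GST and Flag) | Buffer or medium: KF-containing HEPES buffer, pH 7.45, DTT, CHAPS, BSA | Also added: Eu donor and XL665 acceptor anti-tag antibodies | Dosing: One concentration, 5 µM, in 0.5% DMSO | Timing: 4 h at 22.5 °C | Technique: TR-FRET 671 and 617 nm emission | Repeats: Singlicate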
GASC-1 inh = human JMJD2C demethylase inhibition | GST-JMJD2C(1-420) H3K9me3 demethylation, DELFIA europium | hit rate 0.069% among 330,000 | inhibition, % at 2.35 µM;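 active = more than half of a compound's replicate wells show inhibition beyond 50%, single wells judged on their own value; inconclusive = some, but no more than half, of replicates pass 50% inhibition; inactive = no replicate passes 50% inhibition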;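 also: signal counts dimethyl H3K9 product captured on neutravidin plate; 0% = median of DMSO wells and 100% = 0.3 times that DMSO median; strong numbers were not always called active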
PP1 counter = PP1-alpha (human) inhibition in PP5 counter-screen | P62136 | purified PP1alpha, OMFP fluorescence | inhibition, % at 6.7 µM | hit rate 0.9% among 320,000 | AID 2235;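 active = inhibition above the mean inhibition of all tested compounds plus 3 SD, computed separately for each screening campaign, cut at about 15% in these data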
Target sequence (P62136 whole entry, looked up): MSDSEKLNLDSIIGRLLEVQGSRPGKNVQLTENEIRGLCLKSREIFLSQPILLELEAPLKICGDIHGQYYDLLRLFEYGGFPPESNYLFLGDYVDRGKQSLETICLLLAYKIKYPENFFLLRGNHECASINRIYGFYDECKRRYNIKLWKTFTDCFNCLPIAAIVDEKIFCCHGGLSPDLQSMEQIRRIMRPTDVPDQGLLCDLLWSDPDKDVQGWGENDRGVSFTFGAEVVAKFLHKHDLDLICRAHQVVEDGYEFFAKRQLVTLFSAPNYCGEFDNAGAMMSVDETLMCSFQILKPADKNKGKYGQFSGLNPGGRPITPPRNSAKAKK
PP5 inh = PP5 (human) phosphatase inhibition; inhibition, % at 6.7 µM; purified PP5c, OMFP substrate fluorescence; hit rate 0.18% among 320,000;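 active = inhibition above the campaign's mean inhibition across all tested compounds plus 3 SD, cut at about 9.5% in these data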;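 also: 0% = DMSO only and 100% = 100 µM cantharidin control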
LYPLA2 inh = counter-screen for PME1 inhibitors: inhibitors of human LYPLA2. AID 2177. hit rate 0.38% among 320,000. O95372. inhibition, % at 5.9 µM. recombinant LYPLA2, FP-Rh probe fluorescence polarization;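 active = inhibition above the screen-wide mean plus 3 SD, limit set per campaign, cut at about 26% in these data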;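 also: 0% = LYPLA2 with DMSO and 100% = wells lacking LYPLA2 enzyme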
* marks the source's active call; other numbers are inactive results; ? = inconclusive; nt = no result given. Only part of the results is shown; rates above refer to the full screens.

nr	molecule	Efflux pump inh	Fh CTSL1 inh	PREPL inhibitor	TPT1 inh	HCV core dimer	GASC-1 inh	PP1 counter	PP5 inh	LYPLA2 inh
1	CC(=O)Nc1ccccc1-c1nc2ccc(C(=O)N3CCN(c4cccc(C)c4)C(C)C3)cc2[nH]c1=O (stereo not given)	0.1	2.1	12.1	-1.2	1.2	-2.0	2.1	0.1	0.1
2	Cc1ccc(-n2c(N)cc(=O)nc2SCC(=O)NC2CCCCC2)cc1C	0.4	-0.6	-0.8	-0.9	-6.9	-4.1	0.0	4.7	3.9
3	CC(=O)Nc1nc2cc(C(N)=O)ccc2s1	-0.1	nt	-0.1	nt	nt	5.5	-3.5	-0.3	-0.3
4	COC(=O)C1CC(=O)N(Cc2ccccc2)C1 (stereo not given)	0.1	0.2	-3.1	-1.0	-1.5	-3.4	-4.2	2.3	-2.0
5	CC(C)Nc1ccc(-n2nc3ccccc3[n+]2[O-])cc1	-0.1	-11.9	2.9	-3.0	-2.7	5.4	-3.8	1.1	-6.2
6	Cc1ccc(C)c(NC(=O)CSc2nnc(-c3cc(C)[nH]n3)n2N)c1	0.1	-2.5	11.1	1.4	-4.1	47.0	-2.0	1.6	-6.6
7	c1ccc(Oc2c3ccccc3nc3ccccc23)cc1	0.2	1.4	24.0	0.3	-2.9	-0.8	-4.0	-1.7	-1.6
8	COC(=O)c1c(NC(=O)C2CC2)sc(C(=O)Nc2ccccc2)c1C	0.2	2.2	8.4	-4.4	-7.2	-9.5	2.5	0.0	4.1
9	CCOc1ccc(CC(=O)Nc2nccs2)cc1OCC	0.0	4.6	-5.2	2.1	8.2	75.6	8.2	0.6	-2.3
10	O=C(O)C1OC(Oc2cc3oc(-c4ccccc4)cc(=O)c3c(O)c2O)C(O)C(O)C1O (stereo not given)	-0.1	-0.2	2.5	-2.5	-13.2	-1.6	1.7	-0.5	4.9
11	Cc1nc(SCC(=O)O)n[nH]1	0.1	1.0	-3.8	1.6	0.8	-0.6	-4.8	-1.9	0.4
12	COc1cc([C@@H]2CC=C(C(=O)O)CN2S(=O)(=O)c2ccc(C)cc2)cc(OC)c1OC	0.0	0.9	0.2	-0.1	-0.1	11.3	4.4	4.2	0.4
13	C[n+]1ccc(C(=O)Nc2ccccc2Cl)cc1	0.1	-7.2	0.4	-3.2	-3.2	7.1	-0.5	1.3	-0.4
14	CCc1cccc2c1NC(=O)C21OCCO1	0.1	-0.4	3.9	4.1	10.5	26.9	-3.8	0.5	3.8
15	O=C1OC(N2CCN(C(=O)C3CCCO3)CC2)c2ccccc21 (stereo not given)	0.0	2.0	10.9	-0.6	4.3	-6.1	2.4	-0.3	4.6
16	Cc1ccccc1S(=O)(=O)Cc1ccc(C(=O)NC2CCCCCC2)o1	-0.1	6.1	-4.6	2.1	-2.9	-6.9	-3.1	-0.5	2.1
17	CCOC(=O)CSc1nc(C)cc2c1C(=O)OC2	-0.2	-0.8	-14.0	-0.7	1.1	?	0.5	-0.1	3.0
18	Cc1cc(NC(=O)CSc2nc(C(C)(C)C)nc3ccccc23)no1	-0.1	-1.4	16.3	0.4	5.1	nt	-0.4	0.8	7.5
19	Cc1cccc(C2=NN(c3ccc(Br)cc3)[C@@H](C(=O)N3CCOC3=O)[C@@H]2c2ccc(F)cc2)c1	0.1	-1.7	-1.7	-2.5	6.1	-14.1	3.3	6.4	-1.2
20	O=C(NC1CC(=O)N(c2ccccc2)C1)C1CC1 (stereo not given)	0.0	2.3	-4.6	0.5	-1.9	0.0	-6.1	-1.4	0.6
21	CC(=O)N1CCOc2ccc(S(=O)(=O)N3CCC(C(=O)Nc4cc(C)cc(C)c4)CC3)cc21	-0.1	-0.7	1.5	1.3	6.2	8.6	-0.4	-0.6	-1.0
22	O=[N+]([O-])c1cccc(-c2cnc3ccccc3n2)c1	0.0	5.5	4.2	0.8	-4.3	-22.1	-6.3	-1.1	-1.3
23	O=C(c1cccs1)n1nc(-c2ccccc2)nc1NCc1ccc(F)cc1	-0.2	-0.6	-7.8	-0.9	0.8	3.2	-4.8	-0.6	2.4
24	COC(=O)c1ccccc1NC(=O)CSc1nnc(C(C)NC(=O)c2ccc(Cl)cc2Cl)n1C (stereo not given)	-0.1	0.6	-2.2	-3.7	7.1	2.4	0.0	1.2	6.2
25	N=c1ccn(Cc2ccc(F)cc2)cc1	0.0	-2.3	6.7	-1.8	-12.4	7.8	0.8	1.2	6.2
26	COc1ccc(-c2csc(Cc3nnc(N4CCOCC4)n3-c3ccccc3)n2)cc1OC	0.1	-2.9	8.1	3.0	3.0	-4.4	-2.4	1.6	-0.1
27	Cc1ccc(S(=O)(=O)NC(=O)NC(C)Cc2ccccc2)cc1 (stereo not given)	0.0	-1.7	-0.8	1.6	2.3	46.9	-4.6	1.7	-3.6
28	COc1ccc(N=Cc2ccc[nH]2)cc1	0.1	-2.7	1.2	0.8	-6.2	-0.4	1.1	-0.8	-2.6
29	Cc1ccc(S(=O)(=O)N2CCCC2)cc1C(=O)NCCN1CCOCC1	0.0	0.7	16.4	-1.1	-0.5	-16.5	-9.8	4.2	5.9
30	CCCSc1oc(-c2ccco2)nc1S(=O)(=O)c1ccccc1	0.0	-2.3	-10.4	-1.1	3.1	3.9	0.4	3.0	2.4

A stretch of the results above, as a working copy:
nr	molecule	Efflux pump inh	Fh CTSL1 inh	PREPL inhibitor	TPT1 inh	HCV core dimer	GASC-1 inh	PP1 counter	PP5 inh	LYPLA2 inh
29	Cc1ccc(S(=O)(=O)N2CCCC2)cc1C(=O)NCCN1CCOCC1	0.0	0.7	16.4	-1.1	-0.5	-16.5	-9.8	4.2	5.9
30	CCCSc1oc(-c2ccco2)nc1S(=O)(=O)c1ccccc1	0.0	-2.3	-10.4	-1.1	3.1	3.9	0.4	3.0	2.4

Carrying on:
nr	molecule	Efflux pump inh	Fh CTSL1 inh	PREPL inhibitor	TPT1 inh	HCV core dimer	GASC-1 inh	PP1 counter	PP5 inh	LYPLA2 inh
31	O=C(NC1CCCCC1)C(c1ccccc1)N1CCOCC1 (stereo not given)	0.0	-6.0	9.6	0.5	1.7	4.5	2.2	3.0	6.1
32	O=[N+]([O-])c1ccc2c(c1)C=C1CCCCC1(N1CCCC1)O2 (stereo not given)	0.1	0.0	0.1	2.0	2.6	0.1	-0.1	0.2	-0.6
33	CC(=O)c1c(C)[nH]c(C(=O)Nc2cccc3ccccc23)c1C	0.4	-2.5	4.2	0.3	-7.6	-1.6	-6.4	-8.1	-0.3
34	COc1ccc(/C=N/NC(=O)c2ccc(Cn3cc([N+](=O)[O-])cn3)o2)c(OC)c1C	0.1	5.5	-10.6	1.7	3.0	-1.4	-0.3	1.7	3.5
35	CC1=C(C(=O)Nc2cc(C(=O)NCCC(C)C)ccc2C)SCCO1	0.0	-1.5	8.5	-1.6	9.0	-16.0	1.6	1.3	4.7
36	COC(=O)c1cc(S(=O)(=O)NCCN2CCN(c3ccccc3F)CC2)c[nH]1	-0.1	3.6	8.9	-3.1	-15.3	-4.9	-0.6	3.9	-3.7
37	CCN1CCN(c2ccc(NC(=O)c3ccccc3F)cc2Cl)CC1	0.0	-0.3	-16.9	1.6	-3.0	-1.9	-1.0	1.9	5.7
38	CN(C(=O)c1ccco1)c1nnc(-c2ccc(F)cc2)s1	0.1	4.1	11.5	3.8	2.4	-3.5	-2.6	0.8	0.2
39	CC1=C(C(=O)N2CCOCC2)C(c2c(C)cc(C)cc2C)NC(=S)N1 (stereo not given)	-0.2	-0.8	3.7	-5.0	0.4	3.3	-3.3	-1.2	-0.1
40	Cn1cc(Br)c(-c2cccc(NC(=O)CC(C)(C)CC(=O)O)c2)n1	0.0	-2.0	6.8	-0.6	-1.5	4.5	-0.4	0.1	0.3
41	CCN1C(=O)[C@H]2[C@@H](c3ccc(OC)cc3)N3C(=O)CN(Cc4ccccc4)C(=O)[C@@]3(Cc3ccccc3)[C@H]2C1=O	0.1	-0.9	5.5	0.7	-2.9	0.0	0.4	2.1	-3.4
42	Cc1cccc(OC(C)C(=O)NC2CCS(=O)(=O)C2)c1C (stereo not given)	0.2	-6.6	6.2	-0.8	4.1	-5.8	-10.4	1.7	2.6
43	CCCCOC(=O)c1ccc(NC(=O)c2cc(Cl)c(Cl)cc2C(=O)O)cc1	0.4	-5.5	2.5	-2.3	18.7	1.8	4.8	-3.5	0.5
44	Fc1ccc(CSc2ccc(-c3ccco3)nn2)cc1	0.0	6.9	4.9	-6.4	10.0	-4.8	1.1	0.1	13.1
45	CCn1c(=NC(=O)c2ccc(S(=O)(=O)N(C)C)cc2)sc2cccc(OC)c21	-0.1	4.2	7.1	-4.7	0.6	17.6	1.4	0.7	8.0
46	CC(C)c1nc2oc3c(NCC4CCCO4)ncnc3c2c2c1CCC2 (stereo not given)	-0.1	-0.1	3.1	0.4	2.2	-0.5	2.6	3.5	-2.4
47	O=C(NCCOc1ccccc1)c1cc(C(=O)NCCOc2ccccc2)cc([N+](=O)[O-])c1	0.0	0.3	16.4	-2.5	-1.6	9.0	1.4	1.7	4.7
48	Cn1c2ccccc2c2nnc(SC3CCOC3=O)nc21 (stereo not given)	0.6	-7.4	5.9	3.0	3.0	-1.3	-16.2	1.2	-2.5
49	CC1CC1C(=O)N1CCN(S(=O)(=O)c2cccc(F)c2)CC1 (stereo not given)	0.0	2.3	6.0	-0.5	1.2	-5.7	-1.0	0.5	4.0
50	Cc1ccc(-c2nc(NCCN3CCOCC3)c3ccccc3n2)cc1	-0.1	-0.2	41.3	-0.8	-1.2	1.2	0.5	3.4	3.9
51	O=C(Nc1ccc(S(=O)(=O)Nc2cnc3ccccc3n2)cc1)c1ccc(F)cc1	0.0	2.3	-3.1	4.1	8.1	-9.0	1.6	-1.6	-13.7
52	COc1ccccc1N1CCN(C(=O)CSc2nnc(NC(=O)c3ccco3)s2)CC1	0.6	-6.7	7.5	2.4	-0.6	28.7	-3.0	3.2	-5.3
53	O=C(NNC(=O)c1ccccc1Cl)c1ccccc1Cl	0.1	1.5	-5.3	1.9	2.5	-32.6	-5.2	0.4	3.6
54	CN1/C(=C/C(=O)c2nc(S(C)(=O)=O)ncc2Cl)C(C)(C)c2ccccc21	0.0	-0.8	-1.4	10.8	11.8	-27.6	-0.6	2.6	-10.8
55	C=CCN1C(=O)C2C(C(=O)NC3CCCC3)C3C=CC2(O3)C1C(=O)NC1CCCC1 (stereo not given)	-0.2	-1.0	-0.8	-0.8	-2.2	5.5	-3.3	1.4	1.7
56	O=C(OCC#Cc1c(COC(=O)c2ccccc2)nnn1Cc1ccccc1)c1ccccc1	0.1	-2.3	-17.9	2.7	12.1	12.3	8.3	4.1	1.3
57	CCOC(=O)N1CCN(S(=O)(=O)N2CCCC(C(=O)NCc3ccccc3OC)C2)CC1 (stereo not given)	-0.1	-1.6	-4.4	2.2	1.4	-0.5	-0.6	-1.3	1.4
58	OC(c1ccccc1)C(O)c1ccccc1 (stereo not given)	0.2	0.4	12.9	3.3	-2.5	-6.0	-2.9	0.8	-3.9
59	Cc1ccc(-c2nnn(CC(=O)Nc3cccc4cccnc34)n2)o1	0.1	-0.5	-0.2	-4.6	-0.8	-4.1	-1.0	-0.6	-0.2
